Assay outcomes (PubChem)
dFosB activator – mouse delta FosB homodimer activation | AID 493131 | activation, % at 25 µM | P13346 | actives 0.99% (n = 340,000) | purified delta FosB, TAMRA-CDK5 oligo fluorescence polarization; percent of positive-control signal above neutral wells;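 active = mean activation above about 17%, with every replicate also reaching it, limit read from the data, passing the limit was not always enough; inconclusive = only one of the two conditions met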;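 also: fluorescence polarization rise as delta FosB binds a TAMRA Cdk5 AP-1 oligo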
Target sequence (P13346 whole entry, looked up): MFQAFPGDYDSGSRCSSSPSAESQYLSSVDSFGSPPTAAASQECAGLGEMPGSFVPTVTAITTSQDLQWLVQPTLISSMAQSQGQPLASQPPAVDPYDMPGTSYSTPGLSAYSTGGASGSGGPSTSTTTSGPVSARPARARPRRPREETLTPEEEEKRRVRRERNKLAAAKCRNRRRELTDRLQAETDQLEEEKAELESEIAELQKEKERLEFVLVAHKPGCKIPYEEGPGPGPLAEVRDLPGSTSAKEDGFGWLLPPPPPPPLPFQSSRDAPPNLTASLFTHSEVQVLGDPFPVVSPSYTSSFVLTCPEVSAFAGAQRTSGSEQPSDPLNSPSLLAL
HTR5A ag ctr – activates human HTR5A in OPRM1-OPRD1 agonist counter-screen; activation, % at 9.3 µM; actives 0.61% (n = 340,000); P47898; HTR5A agonist assay, luminescence, cell-based; in the data active = activation mostly above about 9.5%, no sharp cut-off; inactive = mostly below about 7.6%;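 also: 0% = cells with vehicle only and 100% = reference agonist; strong numbers were not always called active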
Target sequence (P47898 whole entry, looked up): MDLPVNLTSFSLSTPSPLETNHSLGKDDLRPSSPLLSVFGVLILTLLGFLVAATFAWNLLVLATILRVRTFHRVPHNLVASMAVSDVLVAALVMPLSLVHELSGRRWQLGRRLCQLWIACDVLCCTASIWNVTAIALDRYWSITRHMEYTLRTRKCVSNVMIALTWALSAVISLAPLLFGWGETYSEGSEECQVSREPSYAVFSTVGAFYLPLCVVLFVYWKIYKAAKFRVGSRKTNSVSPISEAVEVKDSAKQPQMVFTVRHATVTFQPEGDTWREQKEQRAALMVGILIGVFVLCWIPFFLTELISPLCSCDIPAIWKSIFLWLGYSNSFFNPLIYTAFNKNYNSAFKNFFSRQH
MITF TRPM1 HTS – increases MITF-driven TRPM1 promoter luciferase signal | SK-MEL-5 TRPM1-promoter luciferase, 24 h; % of positive control, neutral wells = 0 | activation, % at 12.5 µM | actives 0.75% (n = 300,000) | AID 588334;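 active = mean activation of at least 80% with every replicate also reaching 80%; inconclusive = mean reaches 80% but some replicate falls short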;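 also: 0% = neutral control wells and 100% = parthenolide positive control wells; values of inactives mirror those of a sister screen read the other way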
RTF Ca sens act – increases calcium sensitivity of human cardiac regulated thin filaments; P19429+P45379; IANBD-labeled TnC RTF fluorescence at EC20 calcium; 0% EC20 calcium, 100% full calcium; activation, % at 7.2 µM; actives 0.24% (n = 340,000); AID 493008;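 active = activation above the mean over all tested compounds plus 3 SD, cut at about 30% in these data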;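 also: rise in fluorescence read as greater calcium sensitivity of cardiac thin filaments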
Rtt109 Vps75 – blocks Candida albicans Rtt109/Vps75 acetyltransferase activity | Q5AAJ8 | actives 0.16% (n = 330,000) | inhibition, % at 34.9 µM | AID 540336 | purified Rtt109/Vps75, ThioGlo CoA-SH fluorescence, 4 h;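 active = inhibition of at least 50% in every replicate; inconclusive = best replicate reaches 50% inhibition but some replicates fall short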
Target sequence (Q5AAJ8 whole entry, looked up): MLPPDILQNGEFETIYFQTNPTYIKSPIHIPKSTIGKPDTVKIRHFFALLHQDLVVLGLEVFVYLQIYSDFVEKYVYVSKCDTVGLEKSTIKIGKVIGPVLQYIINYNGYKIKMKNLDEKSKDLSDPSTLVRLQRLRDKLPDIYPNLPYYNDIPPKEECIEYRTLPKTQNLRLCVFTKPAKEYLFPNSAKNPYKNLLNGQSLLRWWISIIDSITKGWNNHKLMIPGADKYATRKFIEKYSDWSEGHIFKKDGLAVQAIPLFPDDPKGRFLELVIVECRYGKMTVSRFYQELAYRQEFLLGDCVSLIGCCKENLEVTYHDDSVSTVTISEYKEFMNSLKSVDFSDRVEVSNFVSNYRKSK
CDK5 inh – CDK5/p35 (human) kinase inhibition; Q00535+Q15078; Recombinant CDK5/p35, ADP-Glo luminescence, 60 min; inhibition, % at 10 µM; AID 488839; actives 0.01% (n = 330,000);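 active = highest replicate inhibition of at least 50% and at least 75% of replicates reaching 50%; inconclusive = only one of the two criteria met; inactive = both criteria failed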;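 also: plate controls were DMSO neutral control for no effect and GW8510 at 10 µM for full effect; many of its hits are not listed in these tables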
SR-BI DiI-HDL act – SR-BI HDL lipid transfer activation. CHO ldlA[mSR-BI] cells, DiI-HDL uptake fluorescence, 3 h; 100 = double the neutral-control signal. activation, % at 12.5 µM. actives 0.096% (n = 320,000). AID 504775;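 active = mean replicate activation of at least 60% and every replicate at or above 60%; inconclusive = mean or all-replicate condition met, but not both; inactive = mean below 60% and not all replicates reaching 60%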;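 also: 0% = median plate neutral-control signal and 100% = twice that signal; values of inactives mirror those of a sister screen read the other way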
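material = CHO ldlA[mSR-BI] cells | medium = Ham's F12 with 0.5% BSA, HEPES 25 mM, pH 7.4 | reagent = fluorescent DiI-HDL, 10 µg/mL final | compound dosing = single-point compound dose | incubation = 3 h, 37 °C | measured by = bottom-read fluorescence, 550/595 nm | measure = HDL uptake via cellular fluorescence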
SR-BI DiI inh – inhibitors of mouse SR-BI mediated HDL lipid uptake. inhibition, % at 12.5 µM. ldlA[mSR-BI] CHO cells, DiI-HDL uptake fluorescence, 3 h. actives 0.96% (n = 320,000). AID 488896. Q61009;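 active = mean replicate inhibition of at least 70% and a set share of replicates each scoring 70 or more; inconclusive = meets just one of the two criteria; inactive = fails both criteria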;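 also: 0% = median of neutral control wells and 100% = median of positive control wells; values of inactives mirror those of a sister screen read the other way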
PvdQ acylase – P. aeruginosa PvdQ acylase inhibition; inhibition, % at 10 µM; AID 488965; purified PvdQ acylase, fluorescence plate reader; actives 0.063% (n = 340,000); in the data active = inhibition above about 30%, passing the limit was not always enough; inconclusive = no clear call, values can overlap the other calls;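 also: 0% = vehicle neutral wells and 100% = reference inhibitor wells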
Wnt bcat act – activates Wnt/beta-catenin signaling in a reporter cell assay. activator, plate reader. activation, % at 9.35 µM. actives 1.2% (n = 300,000). AID 743398; in the data active = activation above about 30%, passing the limit was not always enough; inconclusive = no clear call, values can overlap the other calls;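 also: 0% = neutral control wells and 100% = positive control wells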
* = called active by the depositor; ? = inconclusive; . = not tested or not shown.

SMILES	dFosB activator	HTR5A ag ctr	MITF TRPM1 HTS	RTF Ca sens act	Rtt109 Vps75	CDK5 inh	SR-BI DiI-HDL act	SR-BI DiI inh	PvdQ acylase	Wnt bcat act
Cn1c2c(c3ccccc31)CCSC2=O	-4.5	2.7	4.8	-0.3	-9.9	-0.3	-11.6	11.6	-11.1	-1.5
CCCCCCCC(=O)NN=C1CCN(Cc2ccccc2)CC1	-6.7	2.8	5.4	-3.1	-2.0	2.8	1.4	-1.4	-2.2	0.4
O=C(NCC(c1cccnc1)N1CCOCC1)Nc1ccccc1 (configuration not stated)	1.5	2.1	1.3	-6.9	-7.6	-2.1	27.7	-27.7	9.9	-4.5
Cc1ccc(C)n1-c1ccc(-c2ccn[nH]2)cc1	-9.7	-2.3	7.7	12.0	-4.2	-1.8	-21.8	21.8	-4.9	2.0
CCC(C)c1ccc(OCCn2ccnc2)cc1 (configuration not stated)	-3.9	1.2	13.8	7.6	0.4	0.7	12.0	-12.0	-2.0	.
CC(=O)Nc1ccc(C(=O)OCc2ccc(F)cc2Cl)cc1	0.2	-2.2	2.7	5.4	3.0	-0.8	-9.1	9.1	7.9	3.9
CCCC(=O)N1CCN(c2nc3ccc(CC)cc3s2)CC1	-9.0	0.4	61.0	0.7	-16.6	-3.0	11.5	-11.5	-16.1	13.0
CSc1nc2ccc(NC(=O)C3=NNC(=O)CC3)cc2s1	-1.1	4.9	.	4.1	-16.6	-2.2	-28.8	28.8	-10.6	2.1
COc1ccc(/C=C/C(=O)N2CCCc3ccccc32)cc1	-9.2	1.7	1.7	13.8	-7.4	0.9	-8.0	8.0	-4.3	-4.3
CCC(C)(C)c1nnc(NC(=O)c2cccc([N+](=O)[O-])c2)s1	-1.9	-1.1	33.7	8.0	-4.9	-0.8	-22.7	22.8	-14.0	5.8
O=C(/C=C/c1ccco1)Nc1ccc(Oc2ccc(Cl)cc2)cc1	-0.7	5.3	-24.1	5.3	3.9	1.2	-18.1	18.1	-10.9	.
O=C(Cn1cnc2c(nnn2-c2cccc(Cl)c2)c1=O)NCc1ccccc1	68.2*	6.5	.	-3.9	1.6	2.2	38.6	-38.6	-7.0	-5.0
COc1cc2c(cc1NC(=O)COC(=O)Cn1cnc3ccccc31)oc1ccccc12	15.4	-2.1	5.9	-0.8	-6.5	-1.4	-48.1	48.1	3.8	?
CN(C)c1ccc(/C=N/NC(=O)c2nonc2N)cc1[N+](=O)[O-]	-3.7	0.8	9.7	-3.9	15.4	-0.7	5.1	-5.1	1.5	4.8
O=C(O)c1cccc(N2C(=O)c3cccnc3C2=O)c1	2.9	4.9	-8.7	-3.1	5.4	-1.6	13.8	-13.8	-1.4	.
Cc1cccc(C)c1OCC(=O)Nc1oc(-c2ccccc2)c(-c2ccccc2)c1C#N	-1.5	0.5	-3.6	-0.5	0.9	0.6	-81.6	81.6*	5.1	.
COc1ccc(OC)c(/C=C/C(=O)N2CCN(S(=O)(=O)c3ccc(C)cc3C)CC2)c1	-4.5	4.9	0.4	0.5	-6.3	-5.0	-42.4	42.4	-28.3	-0.6
CCCNC(=O)C(Cc1ccc(Br)cc1)NC(=O)c1ccc(C#N)cc1 (configuration not stated)	3.7	0.8	2.5	-4.2	10.6	0.0	4.1	-4.1	3.7	-3.5
COC(=O)c1ccc(C23CC4(C2)[C@H](CN(Cc2cccnc2)[C@@H]4c2ccccc2)C3c2ccccc2)cc1 (some centres not stated)	9.7	-3.8	1.5	1.4	-1.2	-0.1	-19.9	19.9	-14.7	-6.7
O=C(Nc1ccc(Cl)cc1)c1cccc(NC2=NC3CS(=O)(=O)CC3S2)c1 (configuration not stated)	-0.1	9.8	.	5.2	4.6	2.2	7.0	-7.0	9.1	-0.1
C=CCn1c(SCc2nc3ccccc3[nH]2)nnc1-c1ccccn1	-1.8	-0.3	8.0	-0.8	-1.0	-1.2	11.3	-11.2	-7.6	-2.4
CCC1Sc2ccc(S(=O)(=O)CCC(=O)Nc3ccccc3Cl)cc2NC1=O (configuration not stated)	-9.0	1.7	-0.8	-6.4	11.2	.	9.1	-9.1	1.7	-1.7
COc1ccc2c(c1)CC(=O)NC=C2	1.8	-3.5	-0.1	-3.8	-2.7	1.1	20.8	-20.8	-10.3	0.0
CCOC(=O)C1=C(O)/C(=C/c2ccc(-c3ccccc3C(=O)O)o2)SC1=Nc1ccc(OC)cc1	-9.5	-0.6	.	-4.3	0.9	1.3	-8.9	8.9	7.4	.
O=C(c1ccc(Cl)s1)N1CCc2ccccc21	0.6	2.7	66.9	0.0	-4.7	0.8	1.3	-1.3	-14.4	.

The last 6 entries of the section before come first, to join the parts.
SMILES	dFosB activator	HTR5A ag ctr	MITF TRPM1 HTS	RTF Ca sens act	Rtt109 Vps75	CDK5 inh	SR-BI DiI-HDL act	SR-BI DiI inh	PvdQ acylase	Wnt bcat act
O=C(Nc1ccc(Cl)cc1)c1cccc(NC2=NC3CS(=O)(=O)CC3S2)c1 (configuration not stated)	-0.1	9.8	.	5.2	4.6	2.2	7.0	-7.0	9.1	-0.1
C=CCn1c(SCc2nc3ccccc3[nH]2)nnc1-c1ccccn1	-1.8	-0.3	8.0	-0.8	-1.0	-1.2	11.3	-11.2	-7.6	-2.4
CCC1Sc2ccc(S(=O)(=O)CCC(=O)Nc3ccccc3Cl)cc2NC1=O (configuration not stated)	-9.0	1.7	-0.8	-6.4	11.2	.	9.1	-9.1	1.7	-1.7
COc1ccc2c(c1)CC(=O)NC=C2	1.8	-3.5	-0.1	-3.8	-2.7	1.1	20.8	-20.8	-10.3	0.0
CCOC(=O)C1=C(O)/C(=C/c2ccc(-c3ccccc3C(=O)O)o2)SC1=Nc1ccc(OC)cc1	-9.5	-0.6	.	-4.3	0.9	1.3	-8.9	8.9	7.4	.
O=C(c1ccc(Cl)s1)N1CCc2ccccc21	0.6	2.7	66.9	0.0	-4.7	0.8	1.3	-1.3	-14.4	.
O=[N+]([O-])c1cccnc1S(=O)(=O)c1ccccc1	-3.2	-2.2	-19.3	1.3	-3.8	-0.2	-3.0	3.0	-16.2	-6.4
O=C1OCc2ccc([N+](=O)[O-])cc21	1.2	-1.0	2.5	-2.6	3.8	-1.2	23.4	-23.4	-15.3	-3.5
CC(C)n1nnnc1-c1cccc(Cl)c1	1.7	4.7	-5.2	-4.7	5.7	1.3	6.8	-6.8	0.5	-3.2
COc1cnc(-c2ccccn2)nc1Oc1ccccc1Cl	1.5	9.8	.	1.0	0.9	1.4	15.6	-15.6	-11.7	.
CC(C)CC(=O)Nc1ccc(Cc2ccncc2)cc1	0.4	-0.3	.	-1.6	-6.1	0.3	4.3	-4.3	2.0	-2.4
CCC(=O)N(Cc1cc2cccc(C)c2[nH]c1=O)c1ccccc1OC	-3.4	-1.7	-7.5	-0.8	.	0.0	5.9	-5.9	-5.2	-2.5
O=C(NN1C(=O)/C(=C/c2cccs2)SC1=S)c1ccncc1	-10.0	-1.6	-7.8	0.6	12.5	-5.7	13.6	-13.6	-10.8	-2.1
CC1CCCCC1NC(=O)/C=C/c1nc2ccccc2s1 (configuration not stated)	-5.6	1.1	66.7	3.3	-4.3	-1.3	-9.2	9.2	-5.1	25.3
COc1ccc(CCNC(=O)CCN2C(=O)[C@@H]3Cc4ccccc4CN3C2=O)cc1OC	-9.0	2.0	-5.4	-2.4	-5.2	-0.3	2.9	-2.9	-16.8	-0.7
O=c1[nH]c2cc3c(cc2cc1C(c1nnnn1C1CCCCC1)N1CCSCC1)OCCO3 (configuration not stated)	7.4	-2.8	-6.4	-1.1	-21.1	-1.8	-2.8	2.8	-6.8	.
O=C(Nc1nccs1)C1CCN(S(=O)(=O)c2ccc(Cl)c(C(F)(F)F)c2)CC1	-0.6	5.8	-0.2	0.9	1.0	1.3	8.5	-8.5	-15.6	-1.7
C=CCNC(=O)[C@@H]1CSC2c3ccc(OC)c(OC)c3C(=O)N21 (some centres not stated)	-2.8	0.3	-2.6	1.0	2.2	0.8	-11.4	11.4	9.1	-0.3
N/C(=N/OCc1cccc([N+](=O)[O-])c1)c1nonc1N	7.4	-1.5	9.4	0.7	-14.3	-0.1	-4.1	4.1	7.3	0.5
CC1(C)Cc2cccc(OCC(=O)O)c2O1	3.5	2.3	1.8	-0.1	4.2	0.7	8.1	-8.1	-10.5	.
COc1ccc(N2C(=O)C3CC(C)=C(C)CC3C2=O)c(OC)c1 (configuration not stated)	-9.7	-1.8	.	1.1	-0.8	4.5	2.3	-2.3	-6.7	.
O=c1c2c(nc3cc(-c4cccc(Cl)c4)[nH]n13)CCCC2	-19.1	1.7	12.2	2.9	4.6	-4.3	4.0	-4.0	-8.5	-1.9
CC(C)(C)C(=O)C[n+]1cccc(C(N)=O)c1	-2.3	-4.5	-5.9	-6.5	-17.2	0.2	23.7	-23.7	-10.8	-0.6
Cc1cccc(NC(=O)CCC(=O)c2cccs2)n1	-0.1	8.2	8.8	-3.0	-2.6	-6.7	18.6	-18.6	-12.0	-3.3
O=S(=O)(Nc1ccccc1N1CCCCC1)c1ccc(F)cc1	-5.7	.	.	.	5.5	0.2	-6.7	6.7	-8.8	-2.1
O=C(Nc1ccc(Oc2ccc(NC(=O)Nc3ccc([N+](=O)[O-])cc3)cc2)cc1)Nc1ccc([N+](=O)[O-])cc1	11.9	2.1	-22.6	-5.3	2.2	1.1	6.8	-6.8	-22.6	-6.8
COC(=O)c1ccc(COC(=O)CNC(=O)c2ccco2)cc1	-5.9	-2.4	21.5	-0.7	2.1	0.1	13.0	-13.0	-9.7	-5.7
O=C(O)CCn1nnc(-c2ccccc2)n1	7.2	.	16.5	.	2.2	-0.6	8.7	-8.7	-0.8	-0.5
CCn1c(C(c2ccccc2)c2ccccc2)n[nH]c1=S	-5.8	-5.0	13.1	-2.6	-1.4	0.9	-3.6	3.6	-18.6	.

With a hit mark in dFosB activator, among the entries above:
| SMILES | dFosB activator | MITF TRPM1 HTS | RTF Ca sens act | Rtt109 Vps75 | CDK5 inh | SR-BI DiI-HDL act | SR-BI DiI inh | PvdQ acylase | Wnt bcat act |
| --- | --- | --- | --- | --- | --- | --- | --- | --- | --- |
| O=C(Cn1cnc2c(nnn2-c2cccc(Cl)c2)c1=O)NCc1ccccc1 | 68.2* | . | -3.9 | 1.6 | 2.2 | 38.6 | -38.6 | -7.0 | -5.0 |
